# AID inhibitor – Primary qHTS assay for inhibitors of Activation Induced Cytidine Deaminase (AID): AID signal; 91,000 tested, 0.32% active; Potency, µM (titrated, usually from 115 µM), without a hit: top-dose activity change, negative = inhibition, usual class: inhibitors; AID 1347428, 2020; AID deamination FRET fluorescence, UDG-coupled, 4 h; Single-stranded DNA cytosine deaminase (Homo sapiens), Q9GZX7; further: nearly all actives have a fitted effect of over 25% in size
# Target sequence (Q9GZX7 whole entry, looked up): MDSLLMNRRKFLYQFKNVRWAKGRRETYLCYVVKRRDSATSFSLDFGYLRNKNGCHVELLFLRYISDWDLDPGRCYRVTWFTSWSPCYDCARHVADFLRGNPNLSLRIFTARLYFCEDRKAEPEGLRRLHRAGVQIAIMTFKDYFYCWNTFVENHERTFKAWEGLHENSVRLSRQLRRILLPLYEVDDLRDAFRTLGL
# UDG counterscr – Primary qHTS assay for inhibitors of Activation Induced Cytidine Deaminase (AID): UDG Counterscreen signal; AID 1347430, 2020; FRET deamination/UDG coupled assay, UDG read, 4 h; 91,000 tested, 0.14% active; Potency, µM (top dose mostly 115 µM), without a hit: at the highest dose activity change, negative = inhibition, usual class: inhibitors; Uracil-DNA glycosylase; further: nearly all actives have a fitted effect of over 65% in size
# Active calls of the source: *; ? = inconclusive; [ ] = remark or other dose. The call rests on the fitted dose curve; in most records, active means well fitted curve in the direction sought with a large enough effect; inconclusive means small, poorly fitted or top-dose-only effect, or another doubt; inactive means no such curve, though single readings can be large; an effect the other way counts as inactive or inconclusive. On the % scale 0 is the no-effect control and ±100 the full control effect; potency means the concentration at half of the fitted maximal effect. A portion of the library (hit frequency here may not be typical).
SMILES,AID inhibitor,UDG counterscr
CCc1ccc(NC(=O)C2CCCN(S(=O)(=O)c3c(C)noc3/C=C/N(C)C)C2)cc1 (centres undefined),-11%,-4%
CCN(CC)CC1CCN(C(=O)c2cc(=O)[nH]c3ccccc23)CC1,3%,0%
CCC12CN3CC(CC)(CN(C1)C3c1ccc(C(C)C)cc1)C2=O (centres undefined),-7%,2%
O=C(COc1ccccc1)Nc1c(C(=O)c2ccc3c(c2)OCCO3)oc2ccccc12,4%,1%
COc1ccccc1CNC(=O)c1ccc(-c2nc(CS(=O)c3ccc(C)cc3)c(C)o2)cc1 (centres undefined),-10%[57.5 µM],-4%[57.5 µM]
COc1ccccc1CNC(=O)CCc1c(C)c2cc3c(C)c(C)oc3cc2oc1=O,-22%,-6%
COc1ccc(C2C=C(c3ccc(Cl)cc3)Nc3nc(NC(=O)CCC(=O)O)nn32)cc1 (centres undefined),-12%,2%
Cc1ccc(S(=O)(=O)Nc2cccc(-c3ccc(N4CCCC4)nn3)c2)c(C)c1,-10%,-24%
COC(=O)CC(NC(=O)Cc1ccccc1OC)c1cccs1 (centres undefined),-5%,-6%
COCCn1c(SCc2ccc(Cl)cc2)nnc1-c1ccncc1,-6%,-3%
O=C(CSc1ncnc2sc3c(c12)CCC3)Nc1cccc(F)c1,-3%,7%
CCCc1cnc2c(c1SCC(=O)Nc1ccccc1OCC)c(=O)n(C)c(=O)n2C,5%,-3%
CCOc1ccc(NC(=O)c2oc3ccccc3c2NC(=O)Cc2ccc(F)cc2)cc1,16%,0%
CCOc1ccccc1C(=O)N(Cc1cc(OC)c(OC)c(OC)c1)c1ccccn1,-5%,39%[activator]
COc1cc(C(=S)N2CCN(CCO)CC2)ccc1OCc1ccc(C)cc1,3%,-8%
O=C(CN1C(=O)C2(SCC(=O)N2c2ccc(F)c(F)c2)c2ccccc21)Nc1ccccc1F (centres undefined),26%,9%
CC1Oc2ccccc2C=C1/C=C/C(=O)c1cccc(O)c1 (centres undefined),-2%,3%
CC(C)c1ccc(NS(=O)(=O)c2ccc3[nH]cc(C(=O)NC4CCCC4)c(=O)c3c2)cc1,5%,-15%[57.5 µM]
CC(CCc1ccccc1)NC(=O)C1CC=CCC1 (centres undefined),-7%,-6%
CC1=C(C(=O)Nc2ccc(C)cc2C)C(c2cccc3ccccc23)NC(=S)N1 (centres undefined),1%,5%
CN(C)C(=O)c1ccc(S(=O)(=O)NCc2ccc(Cl)cc2)s1,4%,2%
C#Cc1cccc(NC(=O)C2CCCCC2)c1,-1%,1%
CCOc1ccccc1Oc1coc2cc(OCC(=O)OC(C)(C)C)ccc2c1=O,-20%,-5%
COc1ccc(C2CC(=O)N(c3sc4c(c3C#N)CCCC4)C3=C2C(=O)CC(C)(C)C3)cc1OC (centres undefined),-11%,-2%
CCc1cccc(CC)c1NC(=O)c1nn(C)c(=O)c2ccccc12,3%,5%
CCOC(=O)c1ccc(N2C(=O)c3n[nH]c(-c4ccco4)c3C2c2ccccc2OC)cc1 (centres undefined),-10%,-1%
C=C(C)CN1CCC(NC(=O)c2ccc(C)s2)CC1,6%,9%
N#Cc1ccccc1Sc1ccccc1C(=O)NC1CCCCC1,-10%,-9%
CCOc1ccc(CNC(=O)c2cc3c(=O)n(Cc4cccs4)ccc3nc2C)cc1,-23%,-4%[57.5 µM]
Cc1ccc(-n2c(=O)[nH]c3sc4c(c3c2=O)CCNC4)cc1C,0%,35%[activator]
Brc1ccccc1-c1nc2cc3c(cc2[nH]1)OCCO3,18%,2%
NC(=Nc1ccccc1)NC(=O)c1nc(Cl)c(N)nc1N,1%,7%
CCc1ccccc1NC(=O)c1nc2nc(C)cc(C(F)F)n2n1,5%,-2%
Cc1ccc(NCc2nc3ccccc3n2CCOc2ccccc2)cc1,-16%,-3%
CCc1cccc(CC)c1NC(=O)c1ccc2c(c1)CCN2S(=O)(=O)c1ccccc1,-2%,3%
COc1ccc(-c2nc(CSCC(=O)NCCc3ccccc3)c(C)o2)cc1,?,0%
Cc1ccc(CSc2nnc(COc3ccc(Cl)c(C)c3)n2C)cc1,-20%,-7%
CC(NC(=O)CN1C(=O)COc2ccc(S(=O)(=O)N3CCCCCC3)cc21)c1ccccc1 (centres undefined),-29%,-5%
O=C(NC1CCCCCCC1)c1cc2cccc([N+](=O)[O-])c2[nH]1,-10%,-5%
CN(C)CCNc1cccc(Br)c1,-7%,-7%
CC(C)=CCN1CCN(Cc2ccc(C#N)cc2)CC1,-3%,3%
COc1ccc(S(=O)(=O)c2cc3cc(C)ccc3oc2=O)cc1,-3%,2%
O=C(CSc1nc2nc[nH]c2c(=O)[nH]1)c1ccc(Br)cc1,11%,5%
NC(=O)CCN(CCC(N)=O)S(=O)(=O)c1ccc(Br)cc1,-13%,-4%
COc1ccccc1C(=O)OCc1cccc(C#N)c1,1%,4%

# Ordered by length of the SMILES (lowest first): part of the list above
SMILES,AID inhibitor,UDG counterscr
CN(C)CCNc1cccc(Br)c1,-7%,-7%
COc1ccccc1C(=O)OCc1cccc(C#N)c1,1%,4%
CC(C)=CCN1CCN(Cc2ccc(C#N)cc2)CC1,-3%,3%
CCc1ccccc1NC(=O)c1nc2nc(C)cc(C(F)F)n2n1,5%,-2%
Cc1ccc(CSc2nnc(COc3ccc(Cl)c(C)c3)n2C)cc1,-20%,-7%
CCc1cccc(CC)c1NC(=O)c1ccc2c(c1)CCN2S(=O)(=O)c1ccccc1,-2%,3%
CC(NC(=O)CN1C(=O)COc2ccc(S(=O)(=O)N3CCCCCC3)cc21)c1ccccc1 (centres undefined),-29%,-5%

# Next section
SMILES,AID inhibitor,UDG counterscr
CC1CCC/C(=N/NC(=O)C2CC2)C1 (centres undefined),-1%,-9%
O=C(c1cn(CCOc2ccccc2F)c2ccccc12)C1CCCCC1,29%,17%
O=C(NC1CC(=O)N(c2ccc(F)cc2)C1)c1ccc(S(=O)(=O)N2CCCC2)cc1 (centres undefined),0%,-15%
Cc1cccc(NC2=CC(c3cccc(Br)c3)N(c3cccc(C)c3)C2=O)c1 (centres undefined),?,-6%
COc1ccc(C(=O)Oc2ccc(C(C)=O)cc2)cc1Br,3%,-5%
CNC(=O)CCN(C)C(=O)Nc1cccc(C#N)c1,-1%,8%
C=CCNC(=O)NC(=O)CN(C)C(C)c1ccccc1OC (centres undefined),-2%,2%
O=C(COC(=O)c1ccc2ccccc2n1)NCC(F)(F)F,3%,10%
O=C(O)CCCNS(=O)(=O)c1ccc(I)cc1,-9%,-2%
CC(=O)Nc1ccc(N2C(=O)C(=O)/C(=C(/O)c3ccccc3)C2c2ccccc2)cc1 (centres undefined),-11%,8%
Cc1ccc(OCCn2c(COc3ccc(Cl)cc3)nc3ccccc32)cc1,-6%,-11%
Cc1ccc(S(=O)(=O)c2nnn3c2nc(NCCc2ccccc2)c2sccc23)cc1,?,?
Cc1nc2ccc(S(=O)(=O)N(CC(=O)Nc3ccc(Cl)cc3)Cc3ccccc3)cc2s1,3%,-2%
Cc1ccc(-c2nnc(SCCOc3ccccc3)o2)cc1,-20%,-11%
CCN(Cc1ccccc1)C(=O)c1cc2c(s1)-c1c(C)cccc1OC2,?,1%
Cc1nnc2c(Nc3cccc(O)c3)nc3ccccc3n12,-26%,1%
CC(NC(=O)CSc1nnnn1-c1ccc(O)cc1)c1ccc(-c2ccccc2)cc1 (centres undefined),0%,7%
O=C(Nc1ccc2nc(SCC(=O)N3CCCC3)sc2c1)c1cccc(Cl)c1,17%,1%[57.5 µM]
CCN(CC)c1ccc(S(=O)(=O)N(CC)CC)cc1N,2%,-10%
Cc1cc(C(F)(F)F)c2c(N)c(C(=O)Nc3c(Cl)cccc3Cl)sc2n1,0%,0%
Cc1ccc(C)c(S(=O)(=O)NCCO)c1,-5%,-6%
Cc1nnc(NC(=O)CSc2nc3c([nH]c4ccccc43)c(=O)n2-c2ccc(Cl)cc2)s1,-4%,-15%
CCCCN(C)c1nnc(NC(=O)Nc2ccc(Br)c(C)c2)s1,-2%,-10%
CC(=O)c1c(C)n(-c2cccc(C)c2)c2ccc(OC(=O)COc3ccccc3)cc12,11%,1%
Cc1ccccc1C(=O)Nc1ccc2nc(SCC(=O)N(C)c3ccccc3)sc2c1,-12%,-27%
CN(Cc1cccc(C#N)c1)C(=O)NCCNC(=O)CC1CCCC1,-2%,-4%
Fc1ccc(SCCSc2nnc(-c3ccccc3F)n2C2CC2)cc1,-16%,-7%
COc1ccc(C(=O)C(C)OC(=O)c2ccc(C(C)=O)s2)cc1 (centres undefined),32%[activator],-6%
COCCOC(=O)/C(C#N)=C\c1cc(Cl)c(O)c(OC)c1,-6%,-9%
COc1ccc(NC(=O)CC(C)S(=O)(=O)c2ccc3c(c2)NC(=O)CO3)cc1OC (centres undefined),7%,-4%

# Looked up above.
# Entry for `Cc1nnc(NC(=O)CSc2nc3c([nH]c4ccccc43)c(=O)n2-c2ccc(Cl)cc2)s1` under AID inhibitor: -4%
# Entry for `Cc1ccc(C)c(S(=O)(=O)NCCO)c1` under AID inhibitor: -5%
# Entry for `CC(=O)c1c(C)n(-c2cccc(C)c2)c2ccc(OC(=O)COc3ccccc3)cc12` under AID inhibitor: 11%
# Entry for `Cc1cc(C(F)(F)F)c2c(N)c(C(=O)Nc3c(Cl)cccc3Cl)sc2n1` under AID inhibitor: 0%

# Following part:
SMILES,AID inhibitor,UDG counterscr
COC(=O)c1ccccc1NC(=O)CCC(=O)N1CCOc2ccccc21,?,-6%
COc1ccccc1CNC(=O)Cc1cccc(C(F)(F)F)c1,-7%,-10%
Cc1ccc(C(C)C)c(OCC(=O)Nc2cccc(-c3nc4ncccc4o3)c2)c1,?,-10%
COc1cnc(CSc2ncccn2)cc1OCC(=O)N1CCCc2ccccc21,-10%,8%
CCOC(=O)c1ccc(NC(=O)CC2C(=O)N(c3ccc(F)cc3)C(=O)N2Cc2ccc(C)cc2)cc1 (centres undefined),8%,?
O=C(c1cc(Br)ccc1Cl)N(C1CCCCC1)C1CCCCC1,-9%,6%
CC(NC(=O)c1cc[n+]([O-])cc1)c1ccc(-c2ccccc2)cc1 (centres undefined),-4%,5%
CN1CCN(C(=O)c2cc(-c3ccc(F)cc3)nc3ccccc23)CC1,-1%,-4%
COc1cccc(CNC(=O)C2CCN(S(=O)(=O)c3ccc4c(ccn4C)c3)CC2)c1,-12%,1%
CCOc1ccc(OCC)c(NS(=O)(=O)c2c(C(=O)N3CCC(C)CC3)c(C)n(C)c2C)c1,1%,8%
Cc1ccc(S(=O)(=O)n2nc(-c3ccco3)nc2NCc2ccccc2Cl)cc1,-13%,-7%
O=S(=O)(c1cc(F)cc(F)c1)N1CCCC1c1nnc2ccccn12 (centres undefined),-1%,-7%
O=C1c2ccccc2NC(c2ccccc2)N1c1ccc(F)c(F)c1 (centres undefined),5%,3%
CCC(C)n1c(SCC(=O)Nc2ccccc2C(=O)OC)nc2ccsc2c1=O (centres undefined),10%,6%[57.5 µM]
Cc1cc(C)n(-c2nc3ccccc3nc2Nc2cccc(C(=O)NCCc3ccccc3)c2)n1,25%,23%
COc1ccc2nc(NC(=O)c3cc(=O)c4cc(C)cc(C)c4o3)sc2c1,-8%,-2%[57.5 µM]
Cc1cc(C)[nH]n1,-1%,3%
COc1ccc(C(=O)NS(C)(=O)=O)cc1F,9%,4%
CC(Sc1nnc2ccc3ccccc3n12)C(=O)Nc1ccc(Cl)cc1 (centres undefined),-1%,-4%
CC(Nc1ccc(N)cc1Cl)c1ccccc1 (centres undefined),1%,5%
O=[N+]([O-])c1ccc(N/N=C/c2ccc(Br)cc2)cc1,-21%,-14%
CCCCOC(=O)c1ccc(NC(=O)c2cnc3ccc(C)cn3c2=O)cc1,24%,-5%
C=CCOc1ccc(CN(C)C(=O)c2n[nH]c(=O)c3ccccc23)cc1,-2%,-15%
O=C(NNc1ncnc2c1cnn2-c1ccccc1)c1ccccc1,5%,?
CC(Sc1nnc(-c2ccccc2F)n1C1CC1)c1ccccc1 (centres undefined),-4%,-3%
Cc1ccc(NC(=O)c2cnc3ccccc3n2)cc1F,0%,-11%
Cc1[nH]c2ccccc2c1C(=O)C(C)OC(=O)c1ccc(F)cc1Cl (centres undefined),-1%,5%
O=C(CN(CC(=O)NCCO)C(=O)C(=O)N(CC(=O)NCCO)CC(=O)NCCO)NCCO,5%,7%

# Entries of single compounds, quoted from the list:
# `COc1ccc2nc(NC(=O)c3cc(=O)c4cc(C)cc(C)c4o3)sc2c1` in the list: AID inhibitor: -8%; UDG counterscr: -2%[57.5 µM]
# `Cc1ccc(NC(=O)c2cnc3ccccc3n2)cc1F` in the list: AID inhibitor: 0%; UDG counterscr: -11%
